Bioassay records as filed in PubChem.
hERG WT inh = blocks the wildtype human KCNH2 potassium channel; Q12809; activity change, % at 1.84 µM; AID 720551; 340,000 tested, 0.37% active; U2OS, BacMam KCNH2, thallium flux FluxOr; active compounds read low;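 active = maximum activity change below -70%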; also: % is scaled to controls: 0 for no effect and ±100 for the full control effect
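U2OS cells were transduced with wild-type KCNH2 virus (2.03 x 10^8 / mL) for 4 h at room temperature, then cultured overnight at 37 C. Thallium flux was read with FluxOr dye. Rate constants were normalized to DMSO controls.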
S-ASM inh = human S-ASM enzyme inhibition. placental ASM, HMU-PC fluorogenic substrate, 60 min. Potency, µM (doses to about 57.5 µM), inactives show at the highest dose activity change, negative = inhibition, actives largely listed as inhibitors. P17405. 340,000 tested, 0.006% active; active = well fitted inhibition curve with a large enough effect; also: potency is read from the fitted curve at half-maximal effect
Target sequence (P17405 47-631 limits assumed): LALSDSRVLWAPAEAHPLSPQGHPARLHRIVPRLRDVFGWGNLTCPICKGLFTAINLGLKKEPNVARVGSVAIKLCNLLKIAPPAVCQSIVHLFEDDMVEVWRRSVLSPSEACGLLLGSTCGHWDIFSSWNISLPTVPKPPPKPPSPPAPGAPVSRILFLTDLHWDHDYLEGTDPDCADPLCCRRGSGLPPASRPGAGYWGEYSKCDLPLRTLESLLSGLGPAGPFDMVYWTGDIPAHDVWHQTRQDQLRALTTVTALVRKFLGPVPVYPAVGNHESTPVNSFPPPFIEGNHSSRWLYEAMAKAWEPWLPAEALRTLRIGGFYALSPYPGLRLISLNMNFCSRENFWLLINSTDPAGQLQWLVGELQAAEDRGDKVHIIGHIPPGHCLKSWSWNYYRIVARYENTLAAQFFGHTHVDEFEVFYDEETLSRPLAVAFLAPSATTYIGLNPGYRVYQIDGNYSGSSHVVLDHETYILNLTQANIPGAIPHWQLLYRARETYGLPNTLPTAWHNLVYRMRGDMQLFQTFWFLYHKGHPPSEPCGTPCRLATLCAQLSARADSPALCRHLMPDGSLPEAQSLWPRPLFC
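Fluorescence read-out (Ex 386 nm, Em 447 nm) after stopping the reaction at pH 10. Enzyme: ASM from human placenta; substrate HMU-PC0, 9 uM final; 60 min, 37 °C. Compound preincubation 10 min, ambient temperature.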
* marks the source's active call; other numbers are inactive results; i = inactive; nt = no result given; [ ] = remark or other dose. Some of the compounds tested; rates above refer to the full screens.

The first 14 entries, ahead of the listing:
1. CCOC(=O)Nc1ccc2c(c1)C(=NNC(N)=S)c1ccccc1-2
2. O=c1[nH][nH]c(=O)c(Cl)c1Cl
3. COc1ccc(C2=NOC(C)(c3nnc(-c4ccncc4)o3)C2)cc1 (stereo not given)
4. CCOC(=O)c1ccc(N=Cc2cnc(N)nc2N)cc1
5. CN(CCc1ccccc1)C(=O)c1ccc(NC(=O)Cc2ccc(NC(=O)C3CCN(C(=O)C4CC4)CC3)cc2)cc1
6. CCCCSc1ncnc2c1ncn2C1CCCCO1 (stereo not given)
7. CC1=CC(c2ccccc2)n2ncnc2N1 (stereo not given)
8. CN(C)c1ccc(C=c2c3ccccc3n3c2cc(-c2ccc(Cl)cc2)[n+]3C)cc1
entry no.	1	2	3	4	5	6	7	8
hERG WT inh	3	-2	-5	10	3	-3	-15	-207*
S-ASM inh	-24%	-2%	3%	8%	6%	5%	29%	-4%

9. CN=C1NC(C)(C)C2CCC(C)(CC2)S1
10. O=[N+]([O-])c1cccc(COc2ccccc2CN2CCCC2)c1
11. CC(NC(=O)c1cccc(F)c1)C1CC2CCC1C2 (stereo not given)
12. CN(C)S(=O)(=O)c1ccc(Cl)c(NC(=O)COC(=O)CNS(=O)(=O)c2c(F)cccc2F)c1
13. CCCN1C(=O)/C(=C/c2ccc(OCc3ccc(C(=O)O)cc3)c(OC)c2)NC1=S
14. CC(C)CC(CO)N1CCN(C(=O)c2ccccc2)CCC1=O (stereo not given)
entry no.	9	10	11	12	13	14
hERG WT inh	1	41	9	-2	8	2
S-ASM inh	2%	-11%	5%	-2%	-1%	0%

The list itself, from the first entry:
1. CCOC(=O)Nc1ccc2c(c1)C(=NNC(N)=S)c1ccccc1-2
2. O=c1[nH][nH]c(=O)c(Cl)c1Cl
3. COc1ccc(C2=NOC(C)(c3nnc(-c4ccncc4)o3)C2)cc1 (stereo not given)
4. CCOC(=O)c1ccc(N=Cc2cnc(N)nc2N)cc1
5. CN(CCc1ccccc1)C(=O)c1ccc(NC(=O)Cc2ccc(NC(=O)C3CCN(C(=O)C4CC4)CC3)cc2)cc1
6. CCCCSc1ncnc2c1ncn2C1CCCCO1 (stereo not given)
entry no.	1	2	3	4	5	6
hERG WT inh	3	-2	-5	10	3	-3
S-ASM inh	-24%	-2%	3%	8%	6%	5%

7. CC1=CC(c2ccccc2)n2ncnc2N1 (stereo not given)
8. CN(C)c1ccc(C=c2c3ccccc3n3c2cc(-c2ccc(Cl)cc2)[n+]3C)cc1
9. CN=C1NC(C)(C)C2CCC(C)(CC2)S1
10. O=[N+]([O-])c1cccc(COc2ccccc2CN2CCCC2)c1
11. CC(NC(=O)c1cccc(F)c1)C1CC2CCC1C2 (stereo not given)
12. CN(C)S(=O)(=O)c1ccc(Cl)c(NC(=O)COC(=O)CNS(=O)(=O)c2c(F)cccc2F)c1
entry no.	7	8	9	10	11	12
hERG WT inh	-15	-207*	1	41	9	-2
S-ASM inh	29%	-4%	2%	-11%	5%	-2%

13. CCCN1C(=O)/C(=C/c2ccc(OCc3ccc(C(=O)O)cc3)c(OC)c2)NC1=S
14. CC(C)CC(CO)N1CCN(C(=O)c2ccccc2)CCC1=O (stereo not given)
15. O=C1C(=O)C(c2ccccc2)C(=O)C1c1ccccc1 (stereo not given)
16. C=C(C1=CCN(S(=O)C(C)(C)C)[C@H]1CCO)c1ccccc1 (stereo not given in full)
17. COC(=O)c1c(C)cccc1C1CN=NC12Cc1ccccc1C2=O (stereo not given)
18. O=C1C2C3C=CC(O3)C2C(=O)N1Nc1ccccc1 (stereo not given)
entry no.	13	14	15	16	17	18
hERG WT inh	8	2	2	-24	-5	0
S-ASM inh	-1%	0%	7%	4%	-2%	4%

The final 2 records of the part above lead into the next:
17. COC(=O)c1c(C)cccc1C1CN=NC12Cc1ccccc1C2=O (stereo not given)
18. O=C1C2C3C=CC(O3)C2C(=O)N1Nc1ccccc1 (stereo not given)
19. Oc1ccccc1C=NNC(=S)NN=Cc1ccccc1O
20. Nc1nc(SCc2ccccc2Cl)c2ncn(C3OC(CO)C(O)C3O)c2n1 (stereo not given)
21. N#C[C@H]1C(O)C(O)c2ccccc2N1C(=O)c1ccccc1 (stereo not given in full)
22. CN1C2=C(C(=O)CC(C)(C)C2)C(c2cccs2)C2=C1CC(C)(C)CC2=O
23. O=C(CSc1ncn[nH]1)N1N=C2/C(=C\c3ccco3)CCCC2C1c1ccco1 (stereo not given)
24. COc1cc(Br)ccc1NC(=O)c1ccccc1-c1ccccc1C(=O)O
entry no.	17	18	19	20	21	22	23	24
hERG WT inh	-5	0	0	-1	2	-1	5	11
S-ASM inh	-2%	4%	-3%	-6%	-3%	nt	2%	5%

25. CCCn1cnc2c(SCc3ccccc3F)nc(N)nc21
26. Nc1ccc2c(c1)Cc1c(F)cccc1-2
27. Cn1cnc2ncnc(Oc3ccc(Br)cc3)c21
28. CCOC(=O)COc1c(Cl)cc(/C=C2\N=C(C)OC2=O)cc1OC
29. Cc1cccc(C(=O)NNC(=O)c2ccc3ccccc3c2)c1
30. CC(CNC(=O)c1ccccc1Cl)NC(=O)c1ccccc1Cl (stereo not given)
entry no.	25	26	27	28	29	30
hERG WT inh	-3	1	-3	2	-10	0
S-ASM inh	-2%	-4%	1%	-6%	0%	-2%

31. CCOC(=O)/C(=C\c1ccccc1)C(=O)CCN1CCOCC1
32. COC(=O)c1cc2c(ccc3ccccc32)oc1=O
33. Cc1c(/C(O)=C2\C(=O)C(=O)N(CCCN(C)C)C2c2cccs2)cnn1-c1ccccc1 (stereo not given)
34. Cc1cccc2c(C(=O)O)c3cccc(C)c3nc12
35. CCC1(C2=CCCCC2)C(=O)NC(=O)N=C1N (stereo not given)
36. CCOC(=O)C1(C(=O)OCC)CCN(S(=O)(=O)c2ccccc2)CC1
entry no.	31	32	33	34	35	36
hERG WT inh	-40	15	9	14	-2	0
S-ASM inh	2%	i	5%	nt	-1%	-1%

37. C=C1[C@@H](O)[C@H](CC(C)C)N(Cc2ccccc2Br)S1(=O)=O
38. CCN(CC)CCC=C(c1cccs1)c1cccs1
39. CCN(C(=O)COC(=O)/C=C/c1ccc2c(c1)OCO2)c1c(N)n(Cc2ccccc2)c(=O)[nH]c1=O
40. CC1CCc2sc3c(c2C1)c1ncnn1c(=O)n3CC(=O)c1ccc(Br)cc1 (stereo not given)
41. O=C(CNC(=O)c1ccccc1)Sc1ccccc1
42. CN(Cc1ccccc1)C(=O)c1ccc(NC(=O)Cc2ccc(NC(=O)C3CCN(C(=O)C4CCC4)CC3)cc2)cc1
entry no.	37	38	39	40	41	42
hERG WT inh	-3	9	0	-6	-2	-11
S-ASM inh	0%	-3%	12%	-16%	1%	6%

43. O=C(C=C1NCCN1)c1ccccc1
44. Cc1ccc(-c2noc(CN(C(=O)CCCN3C(=O)c4ccccc4C3=O)C(C)C)n2)cc1
45. O=C(ON=C1CCSCC1)c1ccccc1
46. Cc1cn(CC(=O)NCCN2CCOCC2)c(=O)[nH]c1=O
47. CCN1C[C@@H]2[C@@H]3C(=O)N(C)C(=O)[C@@H]3[C@](Cc3ccccc3)(C1=O)N2C(=O)c1ccc(C(C)(C)C)cc1
48. O=[N+]([O-])c1ccc(COc2cccc(CN3CCCCC3)c2)cc1
entry no.	43	44	45	46	47	48
hERG WT inh	-3	3	6	0	-9	7
S-ASM inh	3%	-8%	2%	1%	-1%	-1%

49. COc1cc(-c2ccc3oc(-c4ccsc4)c(C#CC4(O)CCCCC4)c3c2)cc(OC)c1OC
50. C/C(CC(=O)Nc1c(Cl)cccc1C(F)(F)F)=N\NC(=O)c1cnccn1
51. Cc1noc(NS(=O)(=O)c2ccc(NC(=O)c3cc(S(=O)(=O)Nc4ccc(F)cc4)ccc3Cl)cc2)c1C
52. CCNC(=O)c1ccc(=O)n(Cc2ccc(Cl)cc2Cl)c1
53. O=[N+]([O-])c1cccc(COc2ccc(CN3CCCC3)cc2)c1
54. Cn1cnc([N+](=O)[O-])c1Sc1nc(N)nc2c1ncn2Cc1ccccc1
entry no.	49	50	51	52	53	54
hERG WT inh	0	-13	-14	-14	1	34
S-ASM inh	-14%	0%	-1%	-5%	0%	1%

55. CCCN(CC(=O)Nc1ccccc1C)C(=O)c1ccc(N2CCCC(C)C2)c([N+](=O)[O-])c1 (stereo not given)
56. COc1cccc(-c2ccc(NC(=O)C3CCCN(Cc4ccco4)C3)cc2)c1 (stereo not given)
57. COc1cnn(-c2ccc([N+](=O)[O-])cc2)c(=O)c1Cl
58. CC(C)C[C@@H](CNCC(=O)[C@H](CC(C)C)NC(=O)c1[nH]cnc1C(=O)N[C@@H](C)CN)NC(=O)c1nc[nH]c1C(=O)N[C@@H](Cc1ccccc1)C(=O)O
59. O=C(c1ccccc1)C(Nc1cccc([N+](=O)[O-])c1)c1ccccc1 (stereo not given)
60. COc1ccc(-n2cnc(=S)[nH]c2=S)cc1
entry no.	55	56	57	58	59	60
hERG WT inh	6	6	-1	28	3	-4
S-ASM inh	-18%	-3%	0%	1%	-10%	3%

61. COc1ccc2c(c1)[C@H]1[C@H](CO2)[C@H](c2ccccc2)[C@]2(C)C(=O)Nc3ccc(Cl)cc3C(=O)N12
62. CC(NC(=O)CCC(=O)Nc1ccccc1O)c1ccccc1 (stereo not given)
63. N#Cc1c(C#N)c(SSc2c(C#N)c(C#N)c(N)n2-c2ccccc2)n(-c2ccccc2)c1N
64. CCOC(=O)C1(CCOc2ccccc2)CCN(C(=O)CCSC)CC1
65. Nc1nc(SCc2ccccn2)c2ncn(C3OC(CO)C(O)C3O)c2n1 (stereo not given)
66. COC(=O)C1=C(C)N(CCCC(=O)O)C(=O)NC1c1ccc(OC)cc1 (stereo not given)
entry no.	61	62	63	64	65	66
hERG WT inh	2	1	4	-3	-1	-6
S-ASM inh	-3%	-2%	-3%	3%	-5%	3%

67. O=C(c1cccc(C(=O)N2CCC(O)(c3ccccc3)CC2)c1)N1CCC(O)(c2ccccc2)CC1
68. CNC(=O)CSc1nc2cc(S(=O)(=O)Nc3ccc(OC)cc3)ccc2o1
69. CC(C)C[C@@H](CNCC(=O)[C@H](C)NC(=O)c1[nH]cnc1C(=O)N[C@@H](C)CN)NC(=O)c1nc[nH]c1C(=O)N[C@@H](Cc1ccccc1)C(=O)O
70. Clc1ccc(N(CC2CO2)CC2CO2)cc1 (stereo not given)
71. O=C(O)c1ccccc1/C=N/Nc1ccc(S(=O)(=O)Nc2ccc(Cl)cc2)cc1[N+](=O)[O-]
72. O=S1(=O)c2c(F)cccc2O[C@@H](COCc2ccccc2)CN1CCc1ccc(F)cc1
entry no.	67	68	69	70	71	72
hERG WT inh	2	2	-38	-7	9	16
S-ASM inh	-1%	-5%	0%	3%	-7%	22%

73. O=C1NCC(=O)N2CCC[C@@H]12
74. COC(=O)c1ccc(Cn2cnc3c(Cl)ncnc32)cc1
75. CCCCn1c(N)c(N(CC(C)C)C(=O)CSc2nn(-c3ccc(F)cc3)c(=S)s2)c(=O)[nH]c1=O
76. COc1ccc(-c2c(-c3ccc4c(c3)OCO4)c3ccccc3n2C)cc1
77. CN(C)c1ncnc2c1ccn2C1OC(CO)C(O)C1O (stereo not given)
78. COC(=O)Cc1nc2c(N)nc(N)nc2[nH]c1=O
entry no.	73	74	75	76	77	78
hERG WT inh	3	1	-4	-4	-6	4
S-ASM inh	-4%	6%	-4%	4%	5%	66%[activator]

79. COc1cc(C(=O)OCC(=O)c2cc(C)n(CC3CCCO3)c2C)ccc1OCC(=O)N1CCOCC1 (stereo not given)
80. N/C(=N\NS(=O)(=O)c1ccc(Cl)cc1)c1ccccn1
81. O=C(O)c1cccc2c1-c1ccc(Cl)cc1C2
82. CC(C)(C)c1ccc(C(=O)NNC(=O)CCc2ccccc2)cc1
83. CC[C@H](C)[C@H]1CNC(=S)N1CC1CCN(CCCCc2ccccc2)CC1
84. COc1cc(OCc2ccc(C)cc2)ccc1CNC[C@H]1O[C@@H](n2cnc(C(N)=O)n2)[C@H](O)[C@@H]1O
entry no.	79	80	81	82	83	84
hERG WT inh	-10	16	47	0	48	5
S-ASM inh	-2%	7%	11%	1%	1%	-5%

85. OC(COc1ccccc1)CN1CCN(c2ccccc2)CC1 (stereo not given)
86. CCCn1c(=N)n(CC(=O)c2ccc(OCC(=O)OC)cc2)c2ccccc21
87. COc1ccc(NC(C)=O)cc1S(=O)(=O)NC(Cc1ccccc1)C(=O)NC(C)c1ccccn1 (stereo not given)
88. CC(NC(=O)c1cc2c(=O)n(C)c3ccccc3c2n1C)c1ccc2c(c1)OCCO2 (stereo not given)
89. Cc1ccc(S(=O)(=O)N2CCN(C(=O)c3ccc(N4CCC(C)CC4)c([N+](=O)[O-])c3)CC2)cc1
90. COc1ccc(-c2noc3c2-c2nc(-c4ccc(Br)cc4)sc2CC3)cc1
entry no.	85	86	87	88	89	90
hERG WT inh	23	25	-6	-125*	-6	-5
S-ASM inh	-1%	-2%	2%	-9%	-8%	2%
